# Assay outcomes as filed in PubChem BioAssay.
# C-LANA FP: KSHV C-LANA DNA binding inhibition; inhibition, % at 9 µM; MBP-C-LANA/FAM-LBS DNA binding, fluorescence polarization; actives 0.078% (n = 340,000);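 active = highest replicate inhibition at or above 60% at 9 µM, even if other replicates fall short; inactive = all replicates below 60% inhibition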;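 note: 0% = neutral control wells and 100% = 4 µM acridine orange control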
# Wnt act: Wnt/beta-catenin pathway activation. Wnt/beta-catenin reporter cell assay, activator, plate reader. activation, % at 9.35 µM. actives 1.2% (n = 300,000); in the data active = activation above about 30%, passing the limit was not always enough;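 note: 0% = neutral control wells and 100% = positive control wells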
# RTF Ca sens act: increases calcium sensitivity of human cardiac regulated thin filaments | P19429+P45379 | AID 493008 | IANBD-labeled TnC RTF fluorescence at EC20 calcium; 0% EC20 calcium, 100% full calcium | actives 0.24% (n = 340,000) | activation, % at 7.2 µM;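 active = activation above the mean over all tested compounds plus 3 SD, cut at about 30% in these data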;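 note: rise in fluorescence read as greater calcium sensitivity of cardiac thin filaments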
# Pemphigus Ab inh: human desmoglein-3 autoantibody binding inhibition; binding (percent of control), % at 10 µM; DSG3-coupled beads, scFv-anti-DSG3-GFP binding, flow cytometry; hits give low values; AID 588358; actives 0.48% (n = 310,000); P32926;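 active = binding more than 3 SD below its plate's average and above zero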;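 note: hits lower antibody fragment binding to DSG3; some compounds called inactive have numbers as strong as hits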
# OPRM1-OPRD1 ag: agonists of human mu-delta opioid receptor heterodimerization. cells, OPRM1-OPRD1 heterodimerization, luminescence. activation, % at 9.3 µM. AID 504326. P35372+P41143. actives 0.3% (n = 340,000); in the data active = activation above about 18%;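 note: 0% = vehicle-treated cells and 100% = reference agonist; values of inactives mirror those of a sister screen read the other way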
# Cardiac RTF inh: cardiac RTF calcium desensitization; AID 493244; actives 0.12% (n = 340,000); IANBD-labeled cardiac RTF, Ca2+ fluorescence; P19429+P45379; inhibition, % at 7.15 µM;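 active = inhibition above the mean inhibition of all tested compounds plus 3 SD, cut at about 17% in these data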;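 note: assay run at fixed EC70 calcium of 1.6 mM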
# Keap1 Nrf2 FP: Keap1-Nrf2 (human) interaction inhibition; Q14145; Keap1 Kelch-Nrf2 peptide fluorescence polarization, 1536-well; inhibition, % at 9.4 µM; actives 0.15% (n = 340,000); AID 504523; in the data active = inhibition above about 12%;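 note: human Keap1 Kelch domain with fluorescein labeled Nrf2 9mer peptide probe; 0% = neutral control wells and 100% = peptide positive control; higher means more block of Keap1 binding to Nrf2 peptide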
# Target sequence (Q14145 whole entry, looked up, the tested form may be a part): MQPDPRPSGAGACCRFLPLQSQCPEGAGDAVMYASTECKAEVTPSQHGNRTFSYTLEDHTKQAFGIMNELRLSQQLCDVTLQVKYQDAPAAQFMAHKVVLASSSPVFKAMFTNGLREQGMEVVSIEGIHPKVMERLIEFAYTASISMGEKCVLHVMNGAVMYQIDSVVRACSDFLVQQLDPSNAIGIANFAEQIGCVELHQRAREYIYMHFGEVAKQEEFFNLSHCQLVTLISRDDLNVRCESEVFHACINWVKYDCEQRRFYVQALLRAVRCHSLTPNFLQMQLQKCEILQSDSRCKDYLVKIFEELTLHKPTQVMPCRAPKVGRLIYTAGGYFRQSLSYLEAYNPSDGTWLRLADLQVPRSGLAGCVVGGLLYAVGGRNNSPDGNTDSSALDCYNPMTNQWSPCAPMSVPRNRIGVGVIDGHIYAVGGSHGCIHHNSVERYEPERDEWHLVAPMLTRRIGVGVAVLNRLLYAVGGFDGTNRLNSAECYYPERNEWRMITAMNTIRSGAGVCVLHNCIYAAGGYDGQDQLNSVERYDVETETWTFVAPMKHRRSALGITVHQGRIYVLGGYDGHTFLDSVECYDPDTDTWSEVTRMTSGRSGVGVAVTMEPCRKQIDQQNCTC
# Arr AP2 block: blocks beta-arrestin peptide binding to AP2 adaptin; FITC-arrestin peptide / GST-AP2 beads, flow cytometry; AP2 beta2 appendage carries R879A mutation; inhibition, % at 10 µM; actives 0.31% (n = 340,000); AID 504490;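 active = inhibition above a set limit, near 3 SD of compounds lacking own fluorescence, cut at about 54% in these data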;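 note: plate controls were DMSO wells for no effect and 5 µM unlabelled arrestin peptide for full effect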
#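 Material – GST-tagged AP2 beta2-adaptin appendage (R879A) on 4 µm glutathione beads · Probe or stimulus – fluorescein-tagged arrestin peptide at 50 nM final · Timing – 12 min plus 1 h, RT · Detection – bead flow cytometry, FITC channel · Read-out basis – inhibition as reduced fluorescein signal on beads, percent · Medium – PBS plus Tween 20 (0.05%) and BSA (0.1%)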
# OPRM1-OPRD1 inv: mu-delta opioid heterodimer inverse agonism; P35372+P41143; cell-based MOR-DOR heterodimer luminescence; actives 0.21% (n = 340,000); AID 504357; inhibition, % at 9.3 µM; in the data active = inhibition above about 22%, passing the limit was not always enough;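 note: 0% = cells with DMSO and 100% = wells without cells with DMSO; values of inactives mirror those of a sister screen read the other way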
# V-ATPase pHluor: yeast V-ATPase proton transport regulation by pHLuorin; actives 0.37% (n = 350,000); response, % at 10 µM; S. cerevisiae, pHLuorin cytosolic pH fluorescence; in the data active = response mostly above about 7.3%, no sharp cut-off; inactive = mostly below about 5.4%; note: actives read high; inactives centre near 0; some compounds called inactive have numbers as strong as hits; reference of the scale not given here
# * marks the source's active call; other numbers are inactive results; . = no result given. An unsorted share of the library; about 3.1% have a hit in one of these screens.
SMILES,C-LANA FP,Wnt act,RTF Ca sens act,Pemphigus Ab inh,OPRM1-OPRD1 ag,Cardiac RTF inh,Keap1 Nrf2 FP,Arr AP2 block,OPRM1-OPRD1 inv,V-ATPase pHluor
COc1ccc(/C=C/C(=O)Nc2cccc(S(=O)(=O)NC3=NCCCCC3)c2)c(OC)c1,0.0,3,5,110,1.6,-11,3,32,-7,-2
CC(=O)Nc1ccc(S(=O)(=O)NCc2nc(-c3ccccc3C)no2)cc1,-1.1,6,-5,.,-2.1,0,-2,32,13,4
O=C(c1ccccc1C(=O)N1CCN(c2ccc(F)cc2)CC1)N1CCN(c2ccc(F)cc2)CC1,1.4,.,-8,103,-0.3,1,1,50,2,9
Cc1ccc(-c2cc(C(=O)NCCCN3CCCC3)c3ccccc3n2)cc1C,1.3,4,1,113,-0.9,-8,-6,-14,5,-1
Cc1ccccc1Oc1cc(NC(=O)Cn2cnc([N+](=O)[O-])c2)cc([N+](=O)[O-])c1,0.1,-2,7,99,-1.3,-3,-1,1,7,-1
CCOC(=O)c1c(CSc2ccccc2)n(C)c2cc(Br)c(OCC(O)CNC(CO)(CO)CO)cc12 (centres undefined),0.5,-1,-1,119,0.4,-13,-9,-5,-2,0
Cc1nc2scc(C)n2c(=O)c1S(=O)(=O)Nc1ccc(N2CCN(S(C)(=O)=O)CC2)cc1,-0.2,-1,3,100,2.4,-4,-10,-11,-13,5
CC(C)C(NC(=O)c1ccc(F)cc1)C(=O)N1CCN(c2ccccn2)CC1 (centres undefined),1.6,-1,-6,102,-3.7,-6,1,18,16,-10
COc1cc(C)c(Cl)cc1S(=O)(=O)NCc1ccccn1,3.3,0,2,102,-4.7,-3,-8,-2,22,0
COC(=O)c1ccc(C2/C(=C(/O)c3ccc(Cl)cc3)C(=O)C(=O)N2C2CCS(=O)(=O)C2)cc1 (centres undefined),0.8,-1,-3,100,-2.5,2,5,35,12,-2
Cc1[nH]nc2c1C1(CCC(c3ccccc3)CC1)C(C#N)=C(N)O2 (centres undefined),2.6,.,5,105,2.8,-10,-3,-1,-17,-1
COc1ccccc1C(C)Nc1nc(-c2cccnc2)nc2ccccc12 (centres undefined),-0.4,-1,8,106,-0.1,-21,-4,-2,0,3
CCN(c1ccccc1)S(=O)(=O)c1ccc(OCc2c(C)noc2C)cc1,0.2,-2,-6,96,-0.2,-5,-2,-2,1,2
Cc1cccc(C(=O)OCC(=O)N2CCCC2=O)c1[N+](=O)[O-],0.8,-5,-2,106,-2.1,-4,-4,0,13,1
COc1cc(-c2c(C(C)=O)c(C)nc3c2C(=O)c2ccccc2-3)cc(OC)c1OC,-1.0,-2,-6,95,-3.6,1,7,59*,20,2
O=C1CCC[C@H]2c3[nH]c4ccccc4c3CCN12,1.6,-1,-2,103,-3.3,2,-2,-6,17,2
C=CCNC(=O)C1CC2Cn3c(nc4cc(C)c(C)cc43)C2N1C (centres undefined),-0.2,-2,-6,105,-3.9,-2,-9,6,18,-6
CC(C)CCNC(=O)CN(C(=O)CCC(=O)Nc1ccccn1)c1ccc2c(c1)OCCO2,0.8,-10,5,.,-0.4,-22,-3,-1,2,3
CCON1C(=O)C(C)(C)N(OCC)C(=O)C1(C)C,0.8,43*,-1,112,-2.1,-1,-4,46,11,1
COc1ccc(C2c3c(c(C)c(C)oc3=O)Oc3c(C)c(C)oc(=O)c32)cc1,-0.5,-1,3,104,0.1,-10,-3,3,0,-2
Cc1cc2cc3c(cc2nc1SCC(=O)O)CCC3,1.7,-1,6,.,-3.1,-17,0,18,14,4
O=C(COc1cccc(OC(F)F)c1)Nc1ccc(SC(F)F)cc1,-0.1,.,-3,97,-1.0,-9,-1,13,5,-3
O=C1CCc2cc(S(=O)(=O)N3CCN(c4ccccc4)CC3)cc3c2N1CCC3,0.3,-3,-9,94,-4.7,6,-1,-8,23,7
Cc1ccc(NCC(=O)N/N=C/c2cccn2C)cc1,0.6,5,2,101,-0.9,-2,-6,0,4,1
COc1ccc(C2c3[nH]c4ccccc4c3CCN2C(=O)c2cn3ccccc3n2)c(F)c1 (centres undefined),-3.0,2,-2,105,1.0,-1,-1,1,-5,0
Cc1ccc(Cn2c(C(C)Nc3nc(-c4ccc(F)cc4)cs3)nc3cc(Cl)c(Cl)cc32)cc1 (centres undefined),-14,-11,-3,93,0.2,-4,-5,35,-1,-4
O=C(COc1ccc([N+](=O)[O-])cc1Cl)NCCN1C(=O)CSC1=O,2.1,-3,-2,.,-0.6,2,-1,22,2,0
CN(C)C(=O)c1cc(C(=O)c2ccc(C(F)(F)F)cc2F)c[nH]1,-0.3,1,-1,97,-0.4,-3,6,62*,2,1
COc1ccc(-n2ncc3c2CC(C)(C)CC3NC(=O)CCCN2CCCC2=O)cc1 (centres undefined),-0.1,0,-3,94,-3.8,-1,1,3,20,1
COc1ccc(Cl)c(NC(=O)C/C(C)=N/NC(=O)CCc2ccccc2)c1,2.0,-2,-5,102,1.4,-4,-1,29,-7,2
COc1ccc(OC)c(CNC(=O)C(C)n2nc(C)c3c(C)n(-c4ccccc4)nc3c2=O)c1 (centres undefined),-1.9,-1,-1,99,0.1,-1,1,32,0,-4
CCN(CC)S(=O)(=O)c1cc(NC(=O)C2CC(=O)N(Cc3ccccc3)C2)ccc1Cl (centres undefined),-0.9,-3,-1,96,1.8,0,-4,-4,-8,3
COc1ccc(S(=O)(=O)N(CC(=O)O)c2ccc(C)cc2)cc1,1.6,-1,-3,101,-0.4,-18,-3,19,2,5
Cc1ccc(CC(CC(=O)O)C(=O)NCC23CC4CC(CC(C4)C2)C3)cc1 (centres undefined),2.0,-1,-5,100,-2.0,4,5,17,10,-2
COCCNC(=O)C1CC(=O)N(C2CCCC2)C1 (centres undefined),0.1,.,-3,104,-1.3,-5,-3,1,7,2
Cc1cccc(C)c1NC(=S)NC(C)CCc1ccccc1 (centres undefined),3.5,-1,2,103,0.5,8,0,10,-3,-7
Cc1cccc(C(=O)Nc2ccc3c(c2)C(=O)N(CC(C)C)C3=O)c1,-0.1,3,-2,98,2.9,4,-4,-6,-14,-1
O=C(CN1CCN(c2ccccn2)CC1)N(c1ccccc1)c1ccc2ccccc2c1,0.0,-8,-4,.,-0.7,-8,-1,2,4,1
CCN(c1ccccc1)S(=O)(=O)c1ccc(Cl)c(NC(=O)COC(=O)c2cccc(OC)c2O)c1,1.3,-2,-3,110,0.8,4,-3,1,-4,0
Cc1ccc(N2CCN(C3=NC(=O)/C(=C\c4cn[nH]c4-c4ccccc4)S3)CC2)cc1,1.9,.,0,93,2.7,-5,-4,-11,-16,-1
Cn1c(NC(=O)c2ccccc2)cc(=O)n(C)c1=O,-1.0,1,4,91,-1.6,-1,-5,9,8,-5
Cc1ccc(NC(=O)C/C(N)=N/O)cc1Cl,-1.1,6,1,112,-4.0,-9,-3,-5,20,1
CCOC(=O)c1ccc(NC(=O)CSc2nnnn2CCCO)cc1,-0.1,.,4,108,-1.3,1,-2,-5,6,-3
CCCCN1CCC(CN2C(=O)C(=O)NC[C@@H]2Cc2ccccc2)CC1,1.2,-3,1,105,-0.2,-4,-6,7,1,3
COc1ccc(/C=C2\SC(=S)N(CCCC(=O)N3CCN(C)CC3)C2=O)cc1OC,-0.5,1,-2,.,-1.2,8,-1,0,9,7
Cc1cccc(C(=O)n2cnnc2N)c1,0.4,.,-5,99,-0.3,1,-7,14,2,-1
Cc1cc(N)ccc1-c1cc2ccccc2oc1=O,-0.2,2,-3,106,0.9,-8,-4,-2,-5,0
O=C1CC(C(=O)N(c2ccc(F)cc2)C(C(=O)NC2CCCC2)c2ccccn2)CS1 (centres undefined),1.8,0,1,99,-3.0,-1,-2,10,16,3
O=c1ccc(C(F)(F)F)cn1Cc1cc(=O)n2cc(Br)ccc2n1,-0.4,-3,2,98,-0.4,5,-1,9,2,4
COc1ccccc1S(=O)(=O)Cc1ccc(C(=O)NCc2ccc3c(c2)OCO3)o1,0.8,-3,1,115,-1.5,1,-2,-5,8,-3
O=C(NCc1nc2ccccc2[nH]1)c1c(F)c(F)c(F)c(F)c1F,0.5,-1,2,115,-2.6,11,-4,-2,12,6
COc1cccc(C=Nc2cccc3c(=O)[nH][nH]c(=O)c23)c1O,0.8,0,2,100,0.4,-14,-1,30,-2,-2
O=C(Nc1nccs1)c1cccc2ccccc12,-1.2,-1,-9,98,-2.5,5,0,23,12,0
COc1ccc(NC(=O)N(C)C[C@H]2Oc3c(NC(=O)Nc4c(C)noc4C)cccc3C(=O)N([C@H](C)CO)C[C@@H]2C)cc1,-0.3,-1,-10,111,-1.4,3,0,0,7,3
COc1ccc(-c2nnc(SCC(=O)N3CCCCC3)o2)c(OC)c1,-1.9,17,9,84,-1.5,-12,-2,-7,8,0
Cc1nn(-c2ccccc2)c(C)c1NC(=O)COC(=O)CCOc1ccccc1,-0.2,-5,-1,105,0.4,2,-5,2,-3,5
C/C(=N\NC(=O)CNC(=O)c1ccccc1F)c1ccco1,1.2,4,1,117,-4.1,-2,0,5,22,-2
COc1ccc(N2CCN(C(=O)c3ccc(CS(=O)(=O)c4ccc(OC)cc4)o3)CC2)cc1,-0.4,0,-2,109,-1.2,0,-2,-4,6,0
O=C(c1cccs1)n1nc(-c2ccc(Cl)cc2)nc1NCc1ccco1,-0.6,52*,2,.,-0.8,-6,-1,-7,4,1
CC1CCCCC12NC(=O)N(CC(=O)OCc1cccc(F)c1)C2=O (centres undefined),-2.8,1,-1,105,0.1,-6,-2,-4,-1,2

# Going on with the list.
SMILES,C-LANA FP,Wnt act,RTF Ca sens act,Pemphigus Ab inh,OPRM1-OPRD1 ag,Cardiac RTF inh,Keap1 Nrf2 FP,Arr AP2 block,OPRM1-OPRD1 inv,V-ATPase pHluor
CCOc1cc(/C=C2/COc3ccccc3C2=O)ccc1OCC(=O)N(C)C,-0.4,-2,0,102,-0.1,9,-7,46,0,-2
CCn1c(/C=C/Nc2ccccc2)[n+](CC)c2ccc(Cl)cc21,0.1,2,3,108,-0.8,4,1,-20,6,3
CCC(=O)c1ccc(N2CCN(S(=O)(=O)c3ccccc3)CC2)c(F)c1,-1.3,0,-3,99,21*,4,-2,0,-104,1
COc1ccnc(CN(C)C(=O)C2CCC(=O)N(CCN(C)C)C2)c1 (centres undefined),-2.5,0,-1,78,-2.5,0,-3,0,13,2

# Wnt act: hit marks shown above.
smiles | C-LANA FP | Wnt act | RTF Ca sens act | Pemphigus Ab inh | OPRM1-OPRD1 ag | Keap1 Nrf2 FP | Arr AP2 block | OPRM1-OPRD1 inv | V-ATPase pHluor
CCON1C(=O)C(C)(C)N(OCC)C(=O)C1(C)C | 0.8 | 43* | -1 | 112 | -2.1 | -4 | 46 | 11 | 1
O=C(c1cccs1)n1nc(-c2ccc(Cl)cc2)nc1NCc1ccco1 | -0.6 | 52* | 2 | . | -0.8 | -1 | -7 | 4 | 1
